Growth percent in the NCI-60 one-dose screen (48 h, 10 µM unless noted): 100 = growth as untreated, 0 = no growth, -100 = all killed.
HS 578T = HS 578T breast cancer. hit rate 4.1% among 78,000
K-562 = K-562 leukemia. hit rate 7.4% among 78,000. AID 1794777
MDA-MB-468 = MDA-MB-468 breast cancer; hit rate 8.5% among 78,000
SR = SR leukemia cells | hit rate 8.7% among 73,000
MCF7 = MCF7 breast cancer; hit rate 6.3% among 82,000
BT-549 = BT-549 breast cancer; AID 1794793; hit rate 4.4% among 78,000
MDA-MB-231 = MDA-MB-231 breast cancer. hit rate 5% among 81,000
T-47D = T-47D breast cancer; hit rate 5% among 79,000; AID 1794792
Active calls of the source: *; . = no result given; & = joins results of further samples; [ ] = dose if it differs, or a comment. How the source made its calls: active means growth percent below 10; inactive means the rest. The order is random; overall some 14% were active at least once.

A first look:
SMILES | HS 578T | K-562 | MDA-MB-468 | SR | MCF7 | BT-549 | MDA-MB-231 | T-47D
OCC1(CO)CCCO1 | 105 | 93 | 96 | 93 | 90 | 101 | 104 | 104
COC(=O)c1c(NC(=O)CC#N)sc(C)c1C | 95 | 96 | 116 | 101 | 93 | 103 | 95 | 84

Results, from the first entry:
SMILES | HS 578T | K-562 | MDA-MB-468 | SR | MCF7 | BT-549 | MDA-MB-231 | T-47D
OCC1(CO)CCCO1 | 105 | 93 | 96 | 93 | 90 | 101 | 104 | 104
COC(=O)c1c(NC(=O)CC#N)sc(C)c1C | 95 | 96 | 116 | 101 | 93 | 103 | 95 | 84
N#CC1=C(N2CCOCC2)NC2c3ccccc3Sc3ccccc3N2C1=N (configuration not stated) | . | 117 | 100 | 119 | 98 | 97 | 99 | 86
CCN1CCN(C(=O)[C@]23CC[C@@H](C)[C@H](C)[C@H]2C2=CC[C@@H]4[C@@]5(C)C/C(=C/c6cccc(OC)c6OC)C(=O)C(C)(C)[C@@H]5CC[C@@]4(C)[C@]2(C)CC3)CC1 | 68 | 16 | 16 | 5.2* | 12 | 55 | 37 | 18
O=C(c1sc(-c2ccccc2)cc1O)N1CCOCC1 | 95 | . | 102 | 81 | 94 | 107 | 98 | 82
COc1ccc(C(=O)c2c(N)c(C#N)cn2-c2cc(OC)c(OC)c(OC)c2)cc1 | 98 | 97 | 95 | 102 | 98 | 101 | 94 | 99
CN(C)c1ccc(/C=N\NC(=O)c2cccnc2)cc1 | 133 | 82 | 100 | 85 | 110 | 105 | 106 | .
N=C(N)SCC(=O)c1ccccc1 | 100 | 98 | 93 | 86 | 106 | 110 | 103 | 92
N=c1nc(N)n(N)c2nc3c(cnn3-c3ccccc3)c(=O)n12 | 113 | 102 | 116 | 109 | 101 | 118 | 127 | 113
CC(Sc1nc2ccccc2c(=O)n1CCc1ccc(S(N)(=O)=O)cc1)C(=O)NCc1ccccc1 (configuration not stated) | 106 | . | 105 | 93 | 105 | 108 | 102 | 82
Cc1ccc(Nc2nc(-c3ccccn3)cs2)cc1 | 97 | 92 | 108 | 95 | 95 | 107 | 98 | 97
Cc1ccn2c(C(=O)c3ccccc3)cc(-c3cc(-c4ccc(N(C)C)cc4)c(C#N)c(N)n3)c2c1 | 33 | 71 | 51 | 76 | 54 | 58 | 26 | 64
CC(=O)Nc1ccc(S(=O)(=O)N2C(=O)CCC2C(=O)Nc2ccc(Br)cc2)cc1 (configuration not stated) | 57 | 0.5* | 21 | 17 | 9.6* | . | 34 | 1.5*
CCOC1CCc2c(C)nc(N)nc2S1 (configuration not stated) | 105 | 98 | . | . | 101 | . | 101 | 102
Nn1c(SCC(=O)Nc2ccc(Cl)cc2)nnc1-c1cc(F)c(Cl)cc1Cl | 100 | 77 | . | 57 | 72 | 114 | 82 | 67
COC1OC2COC(c3ccccc3)OC2C(NC#N)C1OS(C)(=O)=O (configuration not stated) | 110 | 101 | 102 | 84 | 84 | 81 | 125 | 101
COC(=O)[C@]12CC[C@@H](C)[C@H](C)[C@H]1[C@H]1C(=O)C[C@@H]3[C@@]4(C)CC[C@H](OC(C)=O)C(C)(C)[C@@H]4CC[C@@]3(C)[C@]1(C)CC2 | 86 | 89 | 97 | . | 95 | 100 | 101 | .
C=C(C)[C@@H]1CC[C@]2(C(N)=O)CC[C@]3(C)[C@H](CC[C@@H]4[C@@]5(C)CCCNC(C)(C)[C@@H]5CC[C@]43C)[C@@H]12 | 75 | 7.3* | 78 | 3.0* | 45 | 85 | 62 | 56
CC(=O)c1nc(Nc2ccc(Cl)cc2)sc1C | 98 | 96 | 103 | . | 92 | 86 | 93 | 91
COc1ccc2c(c1)c(-c1nn3cc(-c4nccs4)nc3s1)cn2C | 103 | 125 | 106 | 112 | 89 | 106 | 102 | 103

No new results follow: 17 of the compounds above.
SMILES | HS 578T | K-562 | MDA-MB-468 | SR | MCF7 | BT-549 | MDA-MB-231 | T-47D
CCN1CCN(C(=O)[C@]23CC[C@@H](C)[C@H](C)[C@H]2C2=CC[C@@H]4[C@@]5(C)C/C(=C/c6cccc(OC)c6OC)C(=O)C(C)(C)[C@@H]5CC[C@@]4(C)[C@]2(C)CC3)CC1 | 68 | 16 | 16 | 5.2* | 12 | 55 | 37 | 18
O=C(c1sc(-c2ccccc2)cc1O)N1CCOCC1 | 95 | . | 102 | 81 | 94 | 107 | 98 | 82
COc1ccc(C(=O)c2c(N)c(C#N)cn2-c2cc(OC)c(OC)c(OC)c2)cc1 | 98 | 97 | 95 | 102 | 98 | 101 | 94 | 99
CN(C)c1ccc(/C=N\NC(=O)c2cccnc2)cc1 | 133 | 82 | 100 | 85 | 110 | 105 | 106 | .
N=C(N)SCC(=O)c1ccccc1 | 100 | 98 | 93 | 86 | 106 | 110 | 103 | 92
N=c1nc(N)n(N)c2nc3c(cnn3-c3ccccc3)c(=O)n12 | 113 | 102 | 116 | 109 | 101 | 118 | 127 | 113
CC(Sc1nc2ccccc2c(=O)n1CCc1ccc(S(N)(=O)=O)cc1)C(=O)NCc1ccccc1 (configuration not stated) | 106 | . | 105 | 93 | 105 | 108 | 102 | 82
Cc1ccc(Nc2nc(-c3ccccn3)cs2)cc1 | 97 | 92 | 108 | 95 | 95 | 107 | 98 | 97
Cc1ccn2c(C(=O)c3ccccc3)cc(-c3cc(-c4ccc(N(C)C)cc4)c(C#N)c(N)n3)c2c1 | 33 | 71 | 51 | 76 | 54 | 58 | 26 | 64
CC(=O)Nc1ccc(S(=O)(=O)N2C(=O)CCC2C(=O)Nc2ccc(Br)cc2)cc1 (configuration not stated) | 57 | 0.5* | 21 | 17 | 9.6* | . | 34 | 1.5*
CCOC1CCc2c(C)nc(N)nc2S1 (configuration not stated) | 105 | 98 | . | . | 101 | . | 101 | 102
Nn1c(SCC(=O)Nc2ccc(Cl)cc2)nnc1-c1cc(F)c(Cl)cc1Cl | 100 | 77 | . | 57 | 72 | 114 | 82 | 67
COC1OC2COC(c3ccccc3)OC2C(NC#N)C1OS(C)(=O)=O (configuration not stated) | 110 | 101 | 102 | 84 | 84 | 81 | 125 | 101
COC(=O)[C@]12CC[C@@H](C)[C@H](C)[C@H]1[C@H]1C(=O)C[C@@H]3[C@@]4(C)CC[C@H](OC(C)=O)C(C)(C)[C@@H]4CC[C@@]3(C)[C@]1(C)CC2 | 86 | 89 | 97 | . | 95 | 100 | 101 | .
C=C(C)[C@@H]1CC[C@]2(C(N)=O)CC[C@]3(C)[C@H](CC[C@@H]4[C@@]5(C)CCCNC(C)(C)[C@@H]5CC[C@]43C)[C@@H]12 | 75 | 7.3* | 78 | 3.0* | 45 | 85 | 62 | 56
CC(=O)c1nc(Nc2ccc(Cl)cc2)sc1C | 98 | 96 | 103 | . | 92 | 86 | 93 | 91
COc1ccc2c(c1)c(-c1nn3cc(-c4nccs4)nc3s1)cn2C | 103 | 125 | 106 | 112 | 89 | 106 | 102 | 103

(list continues)
SMILES | HS 578T | K-562 | MDA-MB-468 | SR | MCF7 | BT-549 | MDA-MB-231 | T-47D
COc1cc(C)ccc1C(=O)c1ccc(C)cc1OC | -13* | 10 | -20* | -10* | 21 | . | 41 | 51
Cc1ccc(S(=O)(=O)N2CCC2)cc1 | 128 | 104 | . | 100 | 94 | 117 | 99 | 106
C=C1CCC2C3(C)COC(C)(C)OC3CCC2(C)C1CC(NCc1cccc(Cl)c1)C1=CCOC1=O (configuration not stated) | 113 | 97 | 102 | 91 | 100 | . | 99 | 94
C/C(=N\N1C(=O)c2ccccc2NC1c1ccc(Br)cc1)c1c(O)cc(C)oc1=O (configuration not stated) | 95 | 94 | 98 | 88 | 100 | 112 | 96 | 107
Nc1ccc(S(=O)(=O)Nc2ccnn2-c2ccccc2)cc1 | 103 | 89 | 107 | 95 | 101 | 116 | 102 | 104
CCC1c2ccc3cc(OC)ccc3c2CCC1(C)C(=O)O (configuration not stated) | 100 | 102 | 120 | 68 | 132 | 107 | 118 | 112
Cc1ccc(C(=O)CSc2nc(-c3ccc(Cl)cc3)c(C#N)c(=O)[nH]2)cc1 | 98 | . | 110 | . | 101 | 101 | 107 | 105
OC(c1ccc(Cl)cc1)(c1ccc(Cl)cc1)C(O)(c1ccc(Cl)cc1)c1ccc(Cl)cc1 | 69 | 32 | 13 | 26 | 50 | . | 40 | 33
CCOC(=O)C(CC1=CS(=O)(=O)c2ccc(Cl)cc21)(NC(C)=O)C(=O)OCC | 101 | 111 | 110 | 120 | 94 | 98 | 122 | 77
COc1ccc(C2=NN(C(=O)c3cc(-c4ccc(C)cc4)nc4ccccc34)C(c3cc(-c4ccccc4)nn3-c3ccccc3)C2)cc1OC (configuration not stated) | 99 | 91 | 105 | 97 | 90 | 91 | 96 | 85
CCCCCCCCn1ccc2cc(NC(=O)CN3CCN(c4cc(C)nc(N5CCC(C)CC5)n4)CC3)ccc21 | 97 | 41 | 67 | 68 | 64 | 72 | 83 | 82
O=S(=O)(NCCCNc1nccc(-c2c(-c3cccc(O)c3)nc3occn23)n1)c1ccc(Cl)cc1 | 93 | 56 | 105 | 87 | 83 | 102 | 62 | 64
N#Cc1c(-c2ccc(Cl)cc2)cc(-c2ccccc2)nc1OCc1ccccc1 | 85 | 45 | 65 | 42 | 54 | 83 | 80 | 52
O=C1NC(N2CCN(c3ccccn3)CC2)S/C1=C\c1ccc(N2N=C(c3ccccc3)CC2c2ccccc2)cc1 (configuration not stated) | 98 | 79 | 114 | 109 | 91 | 111 | 103 | 69
Cc1c(-n2cc(-c3ccccc3)c3c(-n4[nH]c(=O)c(CC(=O)c5ccc(Cl)c(Cl)c5)c4-c4cccc([N+](=O)[O-])c4)ncnc32)c(=O)n(-c2ccccc2)n1C | 24 | 52 | 41 | 85 | 38 | 105 | 65 | 50
O=c1nc2c(-c3nc(-c4ccc(Cl)cc4)no3)n[nH]n2c2sc3c(c12)CCCC3 | 101 | 100 | 116 | 100 | 88 | 110 | 90 | 93
CC1CC(NC(N)=O)NC(=O)N1 (configuration not stated) | 104 | 105 | . | 103 | 99 | 113 | 110 | 100
CCCC(=O)Oc1ccc(C(C)(C)C)cc1C(C)c1ccccc1 (configuration not stated) | 95 | 120 | 101 | 121 | 87 | 93 | 85 | 77
CC1=CC(C)=C(C#N)C2=S=C(c3ccccc3)C(=O)N12 | 108 | 114 | 104 | 106 | 72 | 111 | 78 | 92
Cc1ccc(C(C)O)cc1 (configuration not stated) | 114 | 97 | 97 | 119 | 97 | 106 | 110 | .
CCOC(=O)c1cc(C(=O)c2ccc(Br)cc2)n2ccc3ccccc3c12 | . | 100 | 98 | 106 | 93 | 124 | 102 | 95
O=C(O)COc1nc(-c2ccco2)cc(-c2ccc(Cl)cc2Cl)n1 | 99 | 60 | 55 | 52 | 66 | 96 | 82 | 100
CC(=O)c1cc(C(C)C)ccc1C | 77 | 111 | 96 | . | 99 | 90 | 107 | 97
CCOC(=O)C1(C(=O)OCC)C(C)CC(=O)N1c1ccccc1OC (configuration not stated) | 101 | 100 | . | 110 | 104 | 97 | 113 | 101
COc1ccc(C(=O)Nc2nc(-c3ccc(C)cc3)cs2)cc1 | 99 | 110 | 109 | 97 | 99 | 101 | 106 | 106
Cc1cc(-c2ccccc2)on1 | 104 | . | 109 | 87 | 106 | 119 | 105 | 96
N#CC(C#N)=C/C=C/c1ccccc1 | . | 102 | . | 101 | . | 104 | 101 | 111
COc1cc(C(=O)c2c(N)ncn2-c2ccccc2)cc(OC)c1OC | 98 | 76 | 76 | 122 | 87 | 99 | 103 | 101
Cn1cc(-c2nc(N)nnc2-c2ccccn2)c2cc(F)ccc21 | 107 | 91 | 94 | 80 | 86 | 85 | 87 | 105
C[C@@H](Nc1cc(F)cc(F)c1)c1cc(C(=O)N(C)C)cc2c(=O)cc(N3CCOCC3)oc12 | . | 88 | 13 | 54 | 25 | 34 | 82 | -12*
Cn1cc(-c2csc(-c3cccc(F)c3)n2)c2cccnc21 | 16[100 µM] | 2.5*[100 µM] | -50*[100 µM] | 0.5*[100 µM] | -62*[100 µM] | -37*[100 µM] | -50*[100 µM] | -48*[100 µM]
CCC(NC(N)=O)C(CC)NC(N)=O (configuration not stated) | 99 | 82 | 108 | . | 97 | . | 106 | 104
NC(=O)Nc1ccc2ncnc(Nc3cccc(O)c3)c2c1 | 105 | 103 | 68 | . | 97 | 108 | 104 | 77
COc1ccc(C(=O)/C=C/c2ccc(OCc3ccc(Cl)cc3)c(OC)c2)cc1OC | 82 | 24 | 51 | 7.7* | 20 | 62 | 58 | 51
O=C(C[n+]1cccc2ccccc21)c1ccc(Br)cc1 | 103&92 | 99&83 | 105&91 | 100&102 | 88&84 | 97&118 | 83&85 | 82&95
O=C(Nc1nc2ccc(O)cc2s1)c1cccc(C(F)(F)F)c1 | 101 | 19 | 85 | 76 | 74 | 84 | 91 | 51
C=C1CCc2nc(SCC(=O)O)ccc2N1 | 101 | 99 | 97 | 115 | 99 | 114 | 105 | 98
O=c1oc2cc(OS(=O)(=O)c3ccccc3)c(Cl)cc2c2c1CCCCCC2 | 89 | 85 | 62 | 63 | 91 | 79 | 89 | 74
CCC(C)n1c(NCCc2ccc(O)c(O)c2)nc2c1c(=O)n(C)c(=O)n2C (configuration not stated) | 93 | 101 | 66 | 109 | 90 | 100 | 69 | 80
COc1ccc(C2=NN3C(C2)c2ccccc2OC3c2ccc(/C=C3\SC(=O)NC3=O)cc2)cc1 (configuration not stated) | 94 | 99 | 105 | 100 | 96 | 96 | 88 | 93
Cc1cc(C)n(C(N)=O)n1 | 113 | 105 | 100 | 98 | 99 | 97 | 95 | 98
CC(=O)c1c(/C=C/c2ccccc2)c2ccccc2[nH]c1=O | 94 | 102 | 103 | 105 | 113 | 97 | 97 | 106

Screening results as filed in PubChem.
